TbMetRS inhib – blocks T. brucei methionyl-tRNA synthetase activity | purified T. brucei MetRS, ATP depletion, Kinase-Glo luminescence | inhibition, % at 11.9 µM | 360,000 tested, 0.4% active;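 active means inhibition above a per-plate cutoff of the control wells' mean inhibition plus 3 SD, cut at about 5.5% in these data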;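 further: 0% = DMSO wells median and 100% = median of wells with control inhibitor compound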
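System: purified T. brucei MetRS enzyme / Detection: Kinase-Glo luciferase luminescence reporting remaining unconsumed ATP / Medium: HEPES buffer with MgCl2, KCl, DTT, spermine, BSA, pyrophosphatase / Replication: singlicate, one well per compound / Evaluation: percent inhibition relative to median high and low control wells / Schedule: 2 h aminoacylation at 25 °C after 15 min preincubation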
CSN deneddyl inh – CSN deneddylation inhibition. 360,000 tested, 0.38% active. AID 651999. inhibition, % at 12.5 µM. Purified CSN, SCF-Nedd8-OG deneddylation, fluorescence polarization;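 active means pattern-corrected inhibition above about 35%, with an unprinted fluorescence ratio check between 0.5 and 1.5, limit read from the data, passing the limit was not always enough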;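 further: 0% = enzyme with substrate and 100% = substrate without enzyme; some results filed as inactive read as strong as hits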
Target sequence (Q92905 whole entry, looked up, one chain of several): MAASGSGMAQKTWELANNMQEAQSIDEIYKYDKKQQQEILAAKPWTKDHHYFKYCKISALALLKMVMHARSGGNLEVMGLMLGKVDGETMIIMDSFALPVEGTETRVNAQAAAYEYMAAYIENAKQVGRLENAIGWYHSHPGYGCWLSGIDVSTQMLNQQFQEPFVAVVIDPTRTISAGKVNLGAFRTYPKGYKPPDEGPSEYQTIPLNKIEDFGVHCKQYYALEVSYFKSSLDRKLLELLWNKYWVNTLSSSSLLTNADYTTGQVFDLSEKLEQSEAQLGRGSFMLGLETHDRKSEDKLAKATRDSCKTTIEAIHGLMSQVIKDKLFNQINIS
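Test system: purified human Csn5 enzyme expressed in HEK293T cells. Amount: 0.24 nM enzyme. Reagent: SCFSkp2-Nedd8OG substrate at 10 nM final. Schedule: 90 min incubation of compound, enzyme and substrate at room temperature. Detection: fluorescence polarization. Read-out: % inhibition of substrate cleavage by Csn5.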
STEP inh – blocks human striatal-enriched tyrosine phosphatase. P54829. recombinant STEP, OMFP fluorogenic substrate, fluorescence. inhibition, % at 20 µM. 360,000 tested, 0.25% active;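 active means inhibition at 20 µM, scaled per plate between control wells, above about 37%, limit read from the data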;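 further: 0% = DMSO with enzyme and substrate and 100% = substrate only without enzyme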
Target sequence (P54829 whole entry, looked up): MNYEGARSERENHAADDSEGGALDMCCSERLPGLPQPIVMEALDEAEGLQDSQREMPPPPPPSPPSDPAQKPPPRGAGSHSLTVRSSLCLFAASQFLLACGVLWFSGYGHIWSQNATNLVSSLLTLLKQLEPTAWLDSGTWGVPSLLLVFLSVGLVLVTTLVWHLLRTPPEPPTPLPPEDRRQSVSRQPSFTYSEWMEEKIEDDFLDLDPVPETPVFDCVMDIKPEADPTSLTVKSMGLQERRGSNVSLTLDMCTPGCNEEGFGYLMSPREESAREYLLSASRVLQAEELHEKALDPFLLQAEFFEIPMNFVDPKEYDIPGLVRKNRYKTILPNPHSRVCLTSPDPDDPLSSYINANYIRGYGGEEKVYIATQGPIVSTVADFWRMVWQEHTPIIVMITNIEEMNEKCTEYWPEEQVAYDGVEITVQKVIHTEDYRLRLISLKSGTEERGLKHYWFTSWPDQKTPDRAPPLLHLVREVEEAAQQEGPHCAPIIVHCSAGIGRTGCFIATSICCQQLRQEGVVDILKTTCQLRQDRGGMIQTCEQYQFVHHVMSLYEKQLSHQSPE
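Test system: STEP tyrosine phosphatase / Reagent: OMFP at 25 µM / Doses: 20 µM, 1% DMSO / Read-out: percent inhibition scaled to no-enzyme and uninhibited-enzyme controls, plate-pattern corrected / Detection: FITC-channel fluorescence of OMFP product / Medium: Bis-Tris buffer pH 6.0, 2.5 mM DTT, 0.005% Tween 20 / Schedule: 20 min at room temperature, dark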
NadD block – inhibitors of Staphylococcus aureus NadD. purified NadD enzyme, colorimetric absorbance read-out. inhibition, % at 20 µM. 360,000 tested, 0.78% active. AID 602399; in the data active means inhibition above about 26%; further: some compounds past the cut are filed as inactive
Scp1 inh – blocks human Scp-1 phosphatase activity | 340,000 tested, 0.88% active | inhibition, % at 20 µM | Q9GZU7 | Recombinant Scp1, phosphopeptide, malachite green phosphate absorbance;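 active means inhibition above about 50% at 20 µM, limit read from the data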;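 further: plate controls were DMSO wells with enzyme for no effect and wells lacking enzyme for full effect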
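Times: enzyme reaction 45 min at room temperature, colour 5 min, stabilisation 30 min. Material: SCP-1 catalytic fragment, aa 76-261. Medium: Acidic Tris acetate buffer with magnesium and detergent. Signal: colorimetric free-phosphate detection, absorbance 630 nm. Read-out basis: % inhibition of SCP-1 phosphate liberation. Reagent: Phosphorylated 17-residue peptide substrate.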
MLLE-PAM2 inh – inhibitors of microRNA-mediated deadenylation, human PABP1 MLLE binding; P11940; GST-MLLE / FITC-PAM2 fluorescence polarization; inhibition, % at 20 µM; 360,000 tested, 0.36% active; in the data active means inhibition above about 35%, passing the limit was not always enough;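 further: plate controls were DMSO wells with GST-MLLE for no effect and wells lacking GST-MLLE protein for full effect; some results filed as inactive read as strong as hits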
Rpn11 block – Rpn11 (human) deubiquitinase inhibition; O00487; human 26S proteasome, Ub4-pepOG fluorescence polarization; 20S core pre-blocked with epoxomicin; calls only at 20 µM; 360,000 tested, 0.59% active; AID 588493;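 active means inhibition at 20 µM, scaled to each plate's controls, above about 33%, limit read from the data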
DNMT1 inh – DNMT1 (human) enzyme inhibition; P26358; DNMT1 molecular beacon, Hinp1I cleavage, fluorescence; inhibition (reported as % activation of signal), % at 10 µM; 360,000 tested, 0.83% active; in the data active means inhibition above about 50%
LMPTP block – blocks human LMPTP phosphatase; P24666; recombinant LMPTP-A, OMFP fluorogenic substrate, fluorescence intensity; inhibition, % at 20 µM; 360,000 tested, 0.22% active; AID 651560;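 active means compounds that cut the enzyme signal by at least half of the control window in the single-dose screen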;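 further: plate controls were DMSO wells with enzyme plus substrate for no effect and substrate without enzyme for full effect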
Target sequence (P24666 whole entry, looked up): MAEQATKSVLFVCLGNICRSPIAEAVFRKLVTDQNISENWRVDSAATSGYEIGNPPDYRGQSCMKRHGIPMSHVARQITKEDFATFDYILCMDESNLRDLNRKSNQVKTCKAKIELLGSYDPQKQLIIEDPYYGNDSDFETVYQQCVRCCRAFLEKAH
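test system = LMPTP-A | amount = 0.625 nM LMPTP-A final | reagent = fluorogenic phosphatase substrate OMFP at 400 µM final | incubation = 50 min at room temperature | benchmarks = no-enzyme low control, uninhibited high control | medium = Bis-Tris pH 6.0, DTT, detergent | signal = fluorescence intensity of OMFP turnover product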
SUMO1-SIM PPI – SUMO1-SIM interaction modulation. SUMO1 binding to a labelled peptide, TR-FRET, 1 h. P63165. AID 602429. 360,000 tested, 0.33% active. inhibition, % at 20 µM; in the data active means inhibition above about 37%
* = called active by the depositor; i = inactive; x = no result given.

SMILES	TbMetRS inhib	CSN deneddyl inh	STEP inh	NadD block	Scp1 inh	MLLE-PAM2 inh	Rpn11 block	DNMT1 inh	LMPTP block	SUMO1-SIM PPI
O=C(Cc1n[nH]c(=O)c2ccccc12)Nc1cc(C(F)(F)F)ccc1-n1cncn1	-0.5	4	-3	7	-4	-48	i	9	-2.0	2
CCCCNC(=O)C1(C)CCC(=O)N1CCOC (stereo not drawn)	-1.4	-4	-3	-4	x	5	i	4	-0.2	-1
O=C(c1ccccc1)c1ccc(OCC(O)CN2CCOCC2)cc1 (stereo not drawn)	-0.6	-4	-1	-7	-12	-13	i	3	-0.8	11
Cc1noc(C)c1NC(=O)Nc1cccc2c1O[C@H](CN(C)C(=O)Nc1ccc3c(c1)OCO3)[C@@H](C)CN([C@H](C)CO)C2=O	-0.4	-3	2	-1	-5	-4	i	0	-1.0	2
COc1ccc(OC)c2[nH]c(=O)c(CCNS(=O)(=O)c3ccc(C)cc3)cc12	-1.3	0	1	1	-14	17	i	0	-2.8	-4
COCCNc1nc(NCc2ccccc2)c2cnn(C)c2n1	0.7	-1	-2	-4	-2	10	i	1	4.3	-1
Cn1c(-c2sc3cc(C(F)(F)F)cnc3c2-c2cccnc2)n[nH]c1=S	0.0	-3	13	2	-9	-44	i	4	-4.2	1
COCCn1c(SC2CCOC2=O)nc2ccccc2c1=O (stereo not drawn)	-0.4	1	1	1	3	-1	i	0	-1.8	1
CCOC(=O)N1CCC(N2Cc3cccc(C(=O)N4CCN(c5cccc(C)c5C)CC4)c3C2=O)CC1	-0.2	0	-2	0	-8	10	i	4	-0.3	-1
Cc1cc2nnc(SCC(=O)Nc3cc(S(=O)(=O)N4CCOCC4)ccc3Cl)n2c2ccccc12	0.2	-2	3	0	6	-90	i	-6	-68	6
Cc1cc(C)c(C)c(S(=O)(=O)NNC(=O)c2cccc(S(=O)(=O)N3CCOCC3)c2)c1C	0.2	-1	-1	1	-2	-11	i	2	-0.7	0
Cc1ccc(NC(=O)c2ncn(CCCN3CCN(c4ccccn4)CC3)n2)cc1C	-0.9	5	0	-1	0	-5	i	2	1.0	1
CN(C)Cc1c(C(=O)N/N=C/c2ccccc2OCc2ccc(F)cc2)nnn1-c1nonc1N	-0.7	-5	-2	5	-2	-4	i	13	1.6	2
Cc1noc2ncnc(Oc3ccc(Cl)cc3Cl)c12	-0.8	2	1	-5	-4	-14	i	3	0.3	1
CCOC(=O)c1cnc(NCc2ccccc2)nc1C	-0.9	-1	-2	1	-7	2	i	1	0.9	4
CCOC(=O)c1cnn(Cc2cccc(Cl)c2)c1C	-0.5	-13	-1	-5	-8	-10	i	-2	-1.7	0
CCOC(=O)C1=C(COC(=O)/C=C/c2cc(Br)ccc2F)NC(=O)NC1C (stereo not drawn)	0.2	0	1	-7	-12	-3	i	2	0.6	-22
COc1ccc(C(=O)NC2CCCCCC2)cc1S(=O)(=O)N1CCCC1	-1.3	-8	-2	-3	-3	-3	i	4	-2.0	-2
CCN1C(=O)[C@@H]2[C@@H]3CN(S(=O)(=O)c4ccc(C)cc4)[C@@H](c4ccccc4F)[C@@H]3C(=O)C[C@@H]2C1=O	-0.7	1	0	-3	x	-15	i	2	-1.5	1
Cc1cccc(CN(C)C[C@H]2OCc3cnnn3CCCC(=O)N([C@H](C)CO)C[C@@H]2C)c1	0.1	-1	-2	-7	x	1	i	2	-1.8	2
Cc1onc(-c2c(Cl)cccc2Cl)c1CO/N=C(\C#N)c1c(Cl)cccc1Cl	-0.5	2	1	-4	-15	-16	i	-2	1.8	4
CCOC(=O)N/N=C/c1ccc(OC)c(O)c1	0.0	1	-2	-4	-1	-9	i	0	-1.8	-1
Cc1ccc(C2N=C(N)Nc3nc4ccccc4n32)cc1 (stereo not drawn)	-0.3	-11	-2	-3	6	-6	i	2	11	0
CCOc1ccccc1CNCc1ccc(F)cc1	-0.3	-8	-3	-7	-4	5	i	-1	-1.5	1
COc1ccc(N(CC(=O)N2CCN(Cc3ccccc3)CC2)S(C)(=O)=O)cc1	-0.1	-4	0	-1	-4	-2	i	1	-1.0	5

A run of entries from the list above, as a working copy:
SMILES	TbMetRS inhib	CSN deneddyl inh	STEP inh	NadD block	Scp1 inh	MLLE-PAM2 inh	Rpn11 block	DNMT1 inh	LMPTP block	SUMO1-SIM PPI
CCOC(=O)c1cnn(Cc2cccc(Cl)c2)c1C	-0.5	-13	-1	-5	-8	-10	i	-2	-1.7	0
CCOC(=O)C1=C(COC(=O)/C=C/c2cc(Br)ccc2F)NC(=O)NC1C (stereo not drawn)	0.2	0	1	-7	-12	-3	i	2	0.6	-22
COc1ccc(C(=O)NC2CCCCCC2)cc1S(=O)(=O)N1CCCC1	-1.3	-8	-2	-3	-3	-3	i	4	-2.0	-2
CCN1C(=O)[C@@H]2[C@@H]3CN(S(=O)(=O)c4ccc(C)cc4)[C@@H](c4ccccc4F)[C@@H]3C(=O)C[C@@H]2C1=O	-0.7	1	0	-3	x	-15	i	2	-1.5	1
Cc1cccc(CN(C)C[C@H]2OCc3cnnn3CCCC(=O)N([C@H](C)CO)C[C@@H]2C)c1	0.1	-1	-2	-7	x	1	i	2	-1.8	2
Cc1onc(-c2c(Cl)cccc2Cl)c1CO/N=C(\C#N)c1c(Cl)cccc1Cl	-0.5	2	1	-4	-15	-16	i	-2	1.8	4
CCOC(=O)N/N=C/c1ccc(OC)c(O)c1	0.0	1	-2	-4	-1	-9	i	0	-1.8	-1
Cc1ccc(C2N=C(N)Nc3nc4ccccc4n32)cc1 (stereo not drawn)	-0.3	-11	-2	-3	6	-6	i	2	11	0
CCOc1ccccc1CNCc1ccc(F)cc1	-0.3	-8	-3	-7	-4	5	i	-1	-1.5	1
COc1ccc(N(CC(=O)N2CCN(Cc3ccccc3)CC2)S(C)(=O)=O)cc1	-0.1	-4	0	-1	-4	-2	i	1	-1.0	5

Next structures follow.
SMILES	TbMetRS inhib	CSN deneddyl inh	STEP inh	NadD block	Scp1 inh	MLLE-PAM2 inh	Rpn11 block	DNMT1 inh	LMPTP block	SUMO1-SIM PPI
COc1ccc(CCNC(=O)CSc2nc(-c3ccco3)cc(C(F)(F)F)n2)cc1OC	0.0	4	1	1	0	-7	i	0	-0.6	-10
C/C=C\C(=O)Nc1cccc(C2=NOC3(C2)C[C@@H](C(N)=O)N(C(=O)c2ccc(Cl)cc2)C3)c1 (stereo partly drawn)	-0.1	3	-4	8	0	3	i	4	2.3	-2
Clc1cccc(Cc2c(-c3cccc(Br)c3)nc3ccc(Br)cn23)c1	0.3	7	-4	30*	x	-7	i	16	1.4	-2
CCC1(c2ccc(F)cc2)NC(=O)N(CC(=O)c2ccc[nH]2)C1=O (stereo not drawn)	0.1	8	-1	3	-8	-26	i	-10	1.3	1
Cc1cc(S(=O)(=O)Nc2ccc(C(=O)NCc3cccnc3)cc2)ccc1F	-0.6	-4	-3	0	7	1	i	3	0.0	4
O=C(O)/C=C/C(=O)NC1CCC(CC2CCC(NC(=O)/C=C/C(=O)O)CC2)CC1 (stereo not drawn)	0.5	-2	-1	4	5	-8	i	3	-2.0	7
Cc1ccc(C)c(N2CCN(C(=O)c3cc(S(=O)(=O)N4CCOCC4)cn3C)CC2)c1	-0.7	-2	4	-3	-3	-6	i	-1	0.1	3
CC1(C(=O)NS(=O)(=O)c2ccc(Cl)cc2)CCN1C(=O)Cc1ccsc1 (stereo not drawn)	-0.2	-6	-1	2	x	16	i	7	-1.6	-4
CCC1CCCCN1C(=O)CSc1nc(N)c(NC(=O)c2ccc(OC)c(OC)c2)c(=O)[nH]1 (stereo not drawn)	0.0	-2	0	-1	-8	0	i	2	-2.2	-1
COc1cccc(/C=N/Nc2nc3ccccc3n3cnnc23)c1O	0.0	-3	-2	6	-7	-6	i	1	0.3	-4
CC(=O)c1cccc(NC(=O)c2cc(-n3cnnc3)ccc2Cl)c1	-0.9	2	1	0	-5	-8	i	2	1.0	1
COc1cc(C(=O)O/N=C2\C=CC(=O)C(C)=C2)cc(OC)c1OC	0.2	1	2	0	-8	29	i	3	0.2	-16
COc1ccccc1Cn1c(/C=C/c2ccccc2)nc2ccccc21	-1.4	-3	4	9	10	17	i	-5	18	1
C(#CCN1CCOCC1)COCCOC(c1ccccc1)c1ccccc1	-0.6	4	-8	6	-4	5	i	-4	-1.3	-3
COc1c(C)cccc1C(=O)NCc1ccc2c(c1)OCO2	-0.1	-6	0	-2	-16	-6	i	0	1.0	3
CC(=O)N1c2ccc(F)c(F)c2C[C@H]1C	-0.2	2	-1	2	-3	-9	i	9	-0.2	2
O=C(N/N=C/c1ccc(OC(=O)c2ccc([N+](=O)[O-])cc2)cc1)c1cccnc1	-0.5	3	1	-3	0	17	i	-12	2.2	-5
Clc1ccccc1OCc1nnc(-c2ccccc2)o1	-0.5	-2	-2	-5	-6	9	i	0	0.8	0
Cc1ccc(N2CC(C(=O)Nc3ccccc3C(=O)N3CCOCC3)CC2=O)cc1 (stereo not drawn)	-0.1	3	-2	0	-1	-8	i	0	1.4	3
FC(F)(F)c1nc2ccccc2[nH]1	-0.3	-5	-1	-5	-11	4	i	4	-0.4	3
COC(=O)c1cn(NC(=O)c2ccc([N+](=O)[O-])cc2Cl)c(=O)c2ccccc12	-0.6	-8	0	1	0	12	i	2	0.0	12
CC(C)OC(=O)c1ccc(NC(=O)c2ccccc2)cc1	-0.9	10	-2	-4	-5	-3	i	-1	-0.3	3
O=C(CSc1ncccc1C(=O)O)c1ccccc1	-0.2	1	-1	0	1	-3	i	-3	-0.7	-3
COc1cccc(/C=C2\SC(=O)N(CCC(=O)NNC(=O)c3cccc(Cl)c3)C2=O)c1	-0.1	-6	-2	16	-5	-8	i	18	22	0
CC(=O)c1ccc(N2CCN(S(=O)(=O)c3cccc4nonc34)CC2)cc1	-0.4	-1	-3	-9	-27	-6	i	-2	1.7	-23
COc1ccc(C(=O)NCC(=O)N/N=C/c2ccc(C)o2)cc1OC	-0.4	2	0	-6	10	-7	i	4	0.9	-13
Cc1cccc(NC(=O)c2ccccc2OCC(=O)c2ccc(F)cc2)c1	0.1	5	1	-4	-14	14	i	3	0.2	0
